SENP1 FRET inh = inhibitors of human SENP1 SUMO protease catalytic domain; Q9P0U3; recombinant SENP1 catalytic domain, CyPet-SUMO1-YPet FRET cleavage; inhibition, % at 10 µM; 360,000 compounds, 0.21% hits; AID 624204;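 active means inhibition at least 30% at 10 µM, raw YFP signal under a set limit, fluorescence ratio 0.5 to 1.5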;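 further: 0% = enzyme with DMSO and 100% = no enzyme wells; some results filed as inactive read as strong as hits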
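system = hSENP1 catalytic domain, recombinant | reagent = SFCypet-SUMO1-SFYpet substrate at 25 nM | doses = one dose per compound, 10 µM, 0.5% DMSO | incubation = enzyme reaction for 50 min at room temperature, dark | measured by = FRET, CFP and YFP emission | controls = no-enzyme low, enzyme-DMSO high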
SENP8 block-1 = blocks the human protease SENP8; Q96LD8; purified SENP8, Z-RLRGG-aminoluciferin cleavage, luminescence; inhibition, % at 10 µM; 330,000 compounds, 1.2% hits; AID 2540; in the data active means inhibition above about 50%
Target sequence (Q96LD8 whole entry, looked up): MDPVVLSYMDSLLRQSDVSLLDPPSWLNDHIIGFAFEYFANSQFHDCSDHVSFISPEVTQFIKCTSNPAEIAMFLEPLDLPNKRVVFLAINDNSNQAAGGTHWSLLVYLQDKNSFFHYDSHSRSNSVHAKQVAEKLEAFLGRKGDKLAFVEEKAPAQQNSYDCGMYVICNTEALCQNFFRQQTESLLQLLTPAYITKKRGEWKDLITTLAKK
PfGluPho inh = PfG6PD (Plasmodium falciparum) enzyme inhibition; PfGluPho enzyme, NADPH resazurin-diaphorase fluorescence; 350,000 compounds, 0.78% hits; inhibition, % at 20 µM;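 active means inhibition reaching at least a set limit at 20 µM in the primary screen, cut at about 59% in these data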;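 further: 0% = DMSO wells with substrate and 100% = DMSO wells lacking glucose-6-phosphate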
beta cell repl = inducers of beta-cell replication in MIN6 cells; 330,000 compounds, 0.29% hits; MIN6 cells proliferation, ATPlite luminescence, 48 h; cells starved in 0.2% serum; 100% = growth in 10% serum; proliferation, % at 10 µM;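 active means compounds whose signal lies at least 3.5 SD above the mean of all wells on their plate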;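 further: 0% = DMSO-treated cells in low-serum medium and 100% = 10% serum control; some compounds called inactive have numbers as strong as hits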
SENP7 inh = blocks the human protease SENP7; Q9BQF6; recombinant SENP7, Z-RLRGG-aminoluciferin luminescence, 40 min; inhibition, % at 5 µM; 330,000 compounds, 1.5% hits; AID 434973;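 active means inhibition above about 50% at the single test dose, limit read from the data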;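 further: plate controls were DMSO with enzyme for no effect and no enzyme buffer wells for full effect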
SENP6 block = blocks the human protease SENP6; Q9GZR1; Recombinant SENP6 catalytic domain, aminoluciferin luminescence; inhibition, % at 10 µM; 330,000 compounds, 1.8% hits;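 active means inhibition above about 50% at the single tested dose, limit read from the data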;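 further: plate controls were DMSO wells with enzyme for no effect and DMSO wells lacking enzyme for full effect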
Target sequence (Q9GZR1 628-1112 limits assumed): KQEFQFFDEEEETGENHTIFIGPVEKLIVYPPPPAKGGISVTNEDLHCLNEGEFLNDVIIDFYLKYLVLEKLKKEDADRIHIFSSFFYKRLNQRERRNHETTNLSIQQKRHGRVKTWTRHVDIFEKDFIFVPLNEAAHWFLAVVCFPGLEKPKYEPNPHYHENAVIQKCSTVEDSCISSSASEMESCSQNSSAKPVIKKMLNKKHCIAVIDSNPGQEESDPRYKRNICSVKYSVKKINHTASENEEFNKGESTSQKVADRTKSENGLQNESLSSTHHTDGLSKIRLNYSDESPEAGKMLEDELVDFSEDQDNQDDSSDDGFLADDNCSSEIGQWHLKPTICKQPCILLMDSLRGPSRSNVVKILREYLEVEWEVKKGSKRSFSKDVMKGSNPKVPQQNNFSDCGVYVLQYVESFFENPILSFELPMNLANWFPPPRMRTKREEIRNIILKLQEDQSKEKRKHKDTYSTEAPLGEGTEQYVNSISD
UBC13 inh = human UBC13 polyubiquitination inhibition | UBC13 polyubiquitin chain formation, TR-FRET | 330,000 compounds, 0.47% hits | inhibition, % at 20 µM; in the data active means inhibition above about 45%, passing the limit was not always enough
Target sequence (P61088 whole entry, looked up): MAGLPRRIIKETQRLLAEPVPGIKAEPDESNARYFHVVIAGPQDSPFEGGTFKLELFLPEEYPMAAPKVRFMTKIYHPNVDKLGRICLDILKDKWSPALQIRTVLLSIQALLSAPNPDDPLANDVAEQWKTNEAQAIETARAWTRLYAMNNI
SENP8 block-2 = SENP8 (human) protease inhibition. Q96LD8. recombinant SENP8, Nedd8 substrate fluorescence. inhibition, % at 20 µM. 360,000 compounds, 0.64% hits. AID 602440; in the data active means inhibition mostly above about 40%, no sharp cut-off; inactive means mostly below about 27%
HKDC1 inh = HKDC1 (human) hexokinase inhibition | Q2TB90 | recombinant HKDC1, G6PDH/diaphorase resazurin coupled fluorescence | inhibition, % at 20 µM | 340,000 compounds, 0.16% hits | AID 493160;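 active means inhibition above about 35% when tested at 20 µM, limit read from the data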;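 further: plate controls were DMSO wells with enzyme for no effect and DMSO wells lacking enzyme for full effect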
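Material – in-house recombinant HK5 (HKDC1) enzyme · Quantity – HKDC1 at 5 µg/mL · Buffer or medium – pH 8.0 Tris buffer with 10 mM MgCl2 · Reagent – glucose with 1 mM ATP · Dosing – single 20 µM dose · Times – reaction time 90 min, room temperature, protected from light · Technique – resorufin fluorescence at 613 nm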
Active calls of the source: *; nt = no result given.

SMILES | SENP1 FRET inh | SENP8 block-1 | PfGluPho inh | beta cell repl | SENP7 inh | SENP6 block | UBC13 inh | SENP8 block-2 | HKDC1 inh
Cc1noc(C)c1NC(=O)N(C)C[C@@H]1Oc2ccc(NC(=O)Cc3cn(C)c4ccccc34)cc2CC(=O)N([C@H](C)CO)C[C@@H]1C | -6 | -9 | -16 | -1 | 8 | -5 | 10 | -4 | -3
O=c1c2c(nc3nc(NCc4ccc(Cl)cc4)[nH]n13)CCC2 | 0 | 4 | -3 | -1 | -3 | 3 | -1 | 21 | 1
O=C(CNC(=O)C12CC3CC(CC(C3)C1)C2)OCc1cc(=O)n2cc(Br)ccc2n1 | 2 | 1 | 5 | -3 | -2 | 12 | 0 | -71 | -6
CCOC(=O)N1CCN(C(=O)c2ccccc2NC(=O)c2ccccc2Cl)CC1 | 2 | 0 | -16 | 4 | -2 | -17 | 2 | -2 | -6
CCCCC(=O)OC1CCC2C3CCc4cc(O)ccc4C3CCC12C (stereo not given) | 0 | nt | 16 | nt | nt | nt | nt | 2 | 0
COc1ccc(NC(=O)CN2CCCC(C)C2)c([N+](=O)[O-])c1 (stereo not given) | 3 | 6 | -7 | 0 | 5 | 13 | 3 | 40 | 0
CC1CCCN(CCCNC(=O)c2ccc3c(c2)N(Cc2ccccc2F)C(=O)c2ccccc2S3(=O)=O)C1 (stereo not given) | 2 | -3 | 2 | -8 | 0 | 7 | 13 | 11 | -3
CC(C)Sc1nnc([C@H](C)NC(=O)OC(C)(C)C)o1 | -1 | 9 | 1 | -1 | -1 | 7 | 6 | 13 | -4
O=C(CNS(=O)(=O)c1ccc(Br)s1)NCc1ccc(F)cc1 | 1 | 0 | 10 | 3 | 6 | -8 | 2 | 4 | -4
S=c1[nH]c2cc(-c3ccccc3)ccc2o1 | 2 | 35 | 1 | -2 | 18 | 46 | -10 | 7 | 2
CNC(=O)CSc1nc2nn(-c3ccccc3)c(=O)c-2c2n1CCCCC2 | 2 | 0 | -2 | -2 | 11 | 4 | 0 | 13 | 3
CCOC(=O)c1sc(NC(=O)CCCn2nc([N+](=O)[O-])c(Cl)c2C)c(C(=O)OCC)c1C | 3 | -6 | -15 | -4 | 6 | -1 | -9 | 21 | -12
O=C1CSC(c2cn(-c3ccccc3)nc2-c2ccccc2)N1Cc1ccco1 (stereo not given) | -1 | 3 | 6 | -5 | 11 | 13 | -7 | 21 | 11
CCOC(=O)C1CCN(C(=O)Cn2nc(C)c3c(C)n(-c4ccccc4)nc3c2=O)CC1 | 1 | -6 | -8 | -1 | 5 | -3 | 13 | 9 | 1
COc1ccc(OC)c(-c2nnc(SCC(=O)N3CCCc4ccccc43)o2)c1 | 1 | 3 | 0 | 1 | 2 | -1 | -3 | -145 | -10
O=C1CC(Nc2cc(=O)[nH]c(=O)[nH]2)C(=O)N1c1ccccc1Cl (stereo not given) | 0 | -4 | -5 | -1 | 4 | -8 | 6 | 23 | -5
COc1ccc(N2CCN(C(=O)c3ccc4c(Cl)c5c(nc4c3)CCCC5)CC2)cc1 | 0 | 4 | 29 | -7 | -5 | 0 | 12 | 3 | 6
CCOC(=O)c1c(NC(=O)C2C3C=CC(C3)C2C(=O)O)sc2c1CCC(CC)C2 (stereo not given) | 1 | -5 | -25 | -4 | 0 | -5 | -2 | -273 | 6
Cc1ccc(S(=O)(=O)N2CCN(C(=O)c3ccccc3)C2C(C)C)cc1 (stereo not given) | 5 | -3 | -5 | -1 | 38 | -3 | -2 | 6 | -7
COc1ccccc1CC(O)CC1c2c(cc3c(c2OC)OCO3)CCN1C (stereo not given) | -1 | 4 | -18 | -3 | 10 | 1 | 10 | 11 | 0
COC(=O)c1sc2nc(SCc3ccccc3C)n(N)c(=O)c2c1C | -1 | -2 | 7 | 0 | -7 | 3 | 16 | -132 | -13
O=c1[nH]c(C2CCN(S(=O)(=O)c3ccccc3C(F)(F)F)CC2)nc2c1nnn2Cc1cccc(F)c1 | 0 | -13 | -9 | -7 | -6 | -10 | 1 | 7 | 4
O=C(CSc1ccccn1)Nc1ccc(F)c([N+](=O)[O-])c1 | 0 | 5 | -7 | -2 | 3 | 10 | -8 | 19 | -2
COC(=O)c1cccn(CC(=O)c2ccc(Cl)cc2)c1=O | 2 | -8 | -1 | -1 | -9 | -1 | -6 | -3 | -5
Cn1cc2c(=O)n(/N=C/c3ccccc3)cnc2n1 | -2 | -5 | 23 | 3 | 1 | 2 | 8 | 6 | -9
CC(=O)Nc1cccc(NC(=O)CSc2nnc3ccc(-c4ccncc4)nn23)c1 | 2 | -3 | 8 | 9 | -1 | -3 | 1 | 11 | -7
CCN(CC)C(=O)NC1CC(=O)N(c2ccc(OC)cc2)C1 (stereo not given) | 2 | -12 | -4 | 0 | -6 | -9 | -12 | 8 | -12
NC(=O)c1ccccc1NC(=O)CCN1C(=O)c2ccccc2C1=O | 1 | -11 | -1 | -2 | -13 | -28 | -1 | 10 | -8
Cc1ccc(NC(=O)CN2CCc3cc4c(cc3C2C)OCCCO4)cc1C (stereo not given) | 1 | -11 | -11 | -1 | 28 | -15 | 0 | 2 | 6
COc1cc(C)c(Br)cc1S(=O)(=O)NCCCN1CCOCC1 | 1 | 0 | -2 | 2 | -11 | -7 | 0 | 10 | -12

An excerpt from above in order of heavy-atom count, low to high:
SMILES | SENP1 FRET inh | SENP8 block-1 | PfGluPho inh | beta cell repl | SENP7 inh | SENP6 block | UBC13 inh | SENP8 block-2 | HKDC1 inh
Cn1cc2c(=O)n(/N=C/c3ccccc3)cnc2n1 | -2 | -5 | 23 | 3 | 1 | 2 | 8 | 6 | -9
COC(=O)c1cccn(CC(=O)c2ccc(Cl)cc2)c1=O | 2 | -8 | -1 | -1 | -9 | -1 | -6 | -3 | -5
CCN(CC)C(=O)NC1CC(=O)N(c2ccc(OC)cc2)C1 (stereo not given) | 2 | -12 | -4 | 0 | -6 | -9 | -12 | 8 | -12
O=C1CC(Nc2cc(=O)[nH]c(=O)[nH]2)C(=O)N1c1ccccc1Cl (stereo not given) | 0 | -4 | -5 | -1 | 4 | -8 | 6 | 23 | -5
NC(=O)c1ccccc1NC(=O)CCN1C(=O)c2ccccc2C1=O | 1 | -11 | -1 | -2 | -13 | -28 | -1 | 10 | -8
Cc1ccc(S(=O)(=O)N2CCN(C(=O)c3ccccc3)C2C(C)C)cc1 (stereo not given) | 5 | -3 | -5 | -1 | 38 | -3 | -2 | 6 | -7
COc1ccccc1CC(O)CC1c2c(cc3c(c2OC)OCO3)CCN1C (stereo not given) | -1 | 4 | -18 | -3 | 10 | 1 | 10 | 11 | 0
COc1ccc(OC)c(-c2nnc(SCC(=O)N3CCCc4ccccc43)o2)c1 | 1 | 3 | 0 | 1 | 2 | -1 | -3 | -145 | -10
CC(=O)Nc1cccc(NC(=O)CSc2nnc3ccc(-c4ccncc4)nn23)c1 | 2 | -3 | 8 | 9 | -1 | -3 | 1 | 11 | -7
COc1ccc(N2CCN(C(=O)c3ccc4c(Cl)c5c(nc4c3)CCCC5)CC2)cc1 | 0 | 4 | 29 | -7 | -5 | 0 | 12 | 3 | 6
O=c1[nH]c(C2CCN(S(=O)(=O)c3ccccc3C(F)(F)F)CC2)nc2c1nnn2Cc1cccc(F)c1 | 0 | -13 | -9 | -7 | -6 | -10 | 1 | 7 | 4

New compounds follow
SMILES | SENP1 FRET inh | SENP8 block-1 | PfGluPho inh | beta cell repl | SENP7 inh | SENP6 block | UBC13 inh | SENP8 block-2 | HKDC1 inh
Cc1ccccc1NC(=S)NC1CCCC1 | -1 | -4 | -13 | 0 | -7 | -11 | 6 | 4 | -6
O=C(c1ccc(Cl)c([N+](=O)[O-])c1)N1CCN(c2ccccc2)CC1 | -9 | -3 | 14 | -6 | 1 | -5 | 3 | 11 | -6
COc1ccc(S(=O)(=O)NCc2cccnc2)cc1C(=O)NC1CCCCC1 | 0 | 0 | 0 | -4 | -2 | 22 | -5 | 3 | -4
CCc1noc(C)c1C(=O)Oc1ccc(N(C)S(=O)(=O)c2ccccc2)cc1 | 1 | -9 | 14 | -5 | 6 | -19 | -2 | 13 | 6
CCCCOc1ccc(C(=O)NCC(=O)NCC(c2ccc(OC)cc2)N2CCCC2)cc1 (stereo not given) | -3 | 3 | 3 | 0 | -5 | 6 | 13 | -54 | -5
Cc1cccc(N2CCN(C(=O)C(C)n3nc(C)n4c(cc5occc54)c3=O)CC2)c1C (stereo not given) | 2 | 0 | 8 | -4 | 6 | -5 | -4 | 27 | 1
COC(=O)c1sc(-c2cccs2)cc1NC(=O)/C=C/C(=O)O | -1 | -9 | -18 | -3 | 9 | -20 | -15 | -435 | 3
CN(Cc1ccccc1)C(=O)C1CCN(Cc2ccc(F)cc2)CC1 | 1 | -3 | -14 | 0 | -2 | -7 | 7 | 17 | 2
O=C(CCN1C(=O)c2ccccc2C1=O)NCc1ccc(Cl)cc1 | 0 | 1 | -25 | 0 | -6 | -4 | 3 | 5 | -3
NS(=O)(=O)c1ccc(NC(=O)COc2cccc3ccccc23)cc1 | -2 | -6 | 26 | -5 | 1 | -11 | 2 | 8 | 8
COc1cc2c(cc1OC)C(C)N(C(=O)Nc1cc(C)cc(C)c1)CC2 (stereo not given) | 0 | 7 | 16 | -4 | 3 | 3 | 6 | -1 | -2
COC(=O)c1ccc(S(=O)(=O)N(CCO)Cc2ccccc2)n1C | -3 | -7 | -14 | -1 | 2 | -9 | 5 | 21 | -3
CCOC(=O)C(C)c1nn(C)c(=O)c2ccccc12 (stereo not given) | 0 | 2 | -8 | 0 | -5 | -8 | -8 | 13 | -1
O=C(NCc1ccco1)C1CCCN(S(=O)(=O)c2ccc(Cl)cc2)C1 (stereo not given) | 2 | -3 | -6 | 0 | -5 | 4 | -4 | 8 | -1
O=[N+]([O-])c1cccc(-c2nnc(SCc3cccnc3)o2)c1 | 3 | -9 | -4 | -1 | -6 | -31 | -6 | 4 | 1
NNc1nc(-c2ccccc2Cl)nc2sc3c(c12)CCCC3 | 2 | -1 | 19 | 0 | -4 | 27 | -7 | -8 | 14
Cc1cccc(C(=O)N2CCc3cc(-c4nc(NC(=O)CN5CCCC5)sc4C)ccc32)c1 | -3 | 0 | -2 | 0 | 2 | -2 | 12 | 12 | -3
O=C(COC(=O)c1cccnc1Cl)NCc1ccc2c(c1)OCO2 | 2 | -12 | 2 | -2 | -10 | -36 | -10 | 14 | -11
Cc1ccc(NC(=O)Cn2cncc2-c2ccc([N+](=O)[O-])cc2)cc1C | 3 | -6 | 12 | -3 | -6 | -14 | -13 | 26 | 3
C=CCn1cccc(C(=O)Nc2ccc(OC)cc2)c1=O | 3 | 0 | -9 | -3 | 7 | 5 | -4 | 4 | -4
CC1CCCN(C(=O)CSc2nnc(-c3cccnc3)n2C2CCCCC2)C1 (stereo not given) | -2 | 1 | -15 | -5 | 8 | 4 | 10 | 4 | 5

High-throughput results: PubChem BioAssay, Sanford-Burnham Center for Chemical Genomics

Hits appear at their usual frequency, and some 4% of all compounds hit somewhere here.
